High-throughput results (PubChem)
TNAP act DEA – activates human TNAP at intermediate phosphate acceptor concentration | P05186 | purified TNAP, CDP-star luminescence, 100 mM DEA, 30 min; hits give high values; scale: 0 levamisole-inhibited, 1 vehicle-only enzyme | activation factor at 20 µM | 64,000 tested, under 10 active | AID 813;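 active = activation factor of at least 2 at 20 µM, relative to controls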
Cdc25B inh – inhibitors of human Cdc25B phosphatase; P30305; recombinant Cdc25B, OMFP fluorescence Ex485/Em525; 0.1% of 65,000 active; inhibition, %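 (compounds tested at 10 µM final in the well)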; AID 368; in the data active = inhibition above about 50%
Target sequence (P30305 whole entry, looked up): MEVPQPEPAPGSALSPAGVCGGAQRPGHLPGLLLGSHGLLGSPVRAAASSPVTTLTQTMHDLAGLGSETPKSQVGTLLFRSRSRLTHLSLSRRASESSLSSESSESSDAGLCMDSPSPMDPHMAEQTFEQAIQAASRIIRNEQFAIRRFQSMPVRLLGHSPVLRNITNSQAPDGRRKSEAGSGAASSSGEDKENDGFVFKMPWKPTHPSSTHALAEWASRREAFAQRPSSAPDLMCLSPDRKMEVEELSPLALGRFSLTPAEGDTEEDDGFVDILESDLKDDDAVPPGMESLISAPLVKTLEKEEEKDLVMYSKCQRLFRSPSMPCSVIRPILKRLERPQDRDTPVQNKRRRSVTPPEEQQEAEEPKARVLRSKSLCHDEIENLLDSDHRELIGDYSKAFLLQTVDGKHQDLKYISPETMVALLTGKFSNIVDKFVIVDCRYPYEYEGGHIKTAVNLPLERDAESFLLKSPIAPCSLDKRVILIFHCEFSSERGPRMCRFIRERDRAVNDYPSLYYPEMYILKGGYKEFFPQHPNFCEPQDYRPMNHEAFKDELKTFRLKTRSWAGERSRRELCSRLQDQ
JNK3 inh – blocks human JNK3 kinase activity; inhibition, % at 8 µM; 0.61% of 60,000 active; P53779; AID 746; purified JNK3 kinase activity, HTS; in the data active = inhibition above about 17%;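 note: 0% = DMSO and 100% = reference inhibitor; many of its hits are not listed in these tables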
HEK293 NFkB inh – lowers PMA/ionomycin-induced NF-kB signal in HEK293 cells | 0.21% of 62,000 active | HEK-293 NF-kB luciferase reporter, luminescence | inhibition, % at 3 µM;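 active = inhibition above the mean of all tested compounds plus 3 SD, cut at about 40% in these data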;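 note: 0% = stimulated DMSO wells and 100% = 10 µM reference inhibitor 5653914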
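Timing: 1 h pretreatment, 16 h stimulation, 37 °C; system: HEK-293 cells with stable firefly luciferase reporter driven by four HIV NF-kB elements; doses: 3 µM once, 0.30% DMSO; measured by: luciferase luminescence; control set: DMSO and 10 µM reference inhibitor; repeats: single test; reagent: PMA plus ionomycin mix as NF-kB-activating stimulus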
PKA inh – blocks human protein kinase A activity. 0.1% of 65,000 active. inhibition, % at 6 µM. PKA Kemptide phosphorylation, Kinase-Glo ATP luminescence;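 active = inhibition above the screen-wide mean inhibition plus 3 SD, cut at about 21% in these data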; note: many of its hits are not listed in these tables
Jurkat viability – cytotoxicity toward Jurkat cells; inhibition, % at 4 µM; Jurkat E6.1 viability, ATP luminescence, 48 h; 1.2% of 56,000 active; AID 463;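 active = inhibition above the mean inhibition of all tested compounds plus 3 SD, cut at about 28% in these data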
ROCK2 blocker – ROCK2 (human) kinase inhibition | 0.35% of 60,000 active | purified ROCK2, Kinase-Glo ATP depletion luminescence | inhibition, % at 6 µM;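 active = inhibition above the screen-wide mean inhibition plus 3 SD, cut at about 18% in these data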;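 note: plate controls were DMSO wells for no effect and Y-27632 control wells after no-enzyme background subtraction for full effect; many of its hits are not listed in these tables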
DUSP1 inh – human dual specificity phosphatase 1 inhibition; recombinant MKP-1, OMFP hydrolysis fluorescence; inhibition, %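 (compounds tested at a single concentration somewhere between 10 and 100 µM)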; 0.15% of 65,000 active; AID 374;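 active = inhibition above about 50%, limit read from the data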;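 note: 0% = DMSO max control wells and 100% = wells with enzyme stopped by NaOH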
Target sequence (P28562 whole entry, looked up): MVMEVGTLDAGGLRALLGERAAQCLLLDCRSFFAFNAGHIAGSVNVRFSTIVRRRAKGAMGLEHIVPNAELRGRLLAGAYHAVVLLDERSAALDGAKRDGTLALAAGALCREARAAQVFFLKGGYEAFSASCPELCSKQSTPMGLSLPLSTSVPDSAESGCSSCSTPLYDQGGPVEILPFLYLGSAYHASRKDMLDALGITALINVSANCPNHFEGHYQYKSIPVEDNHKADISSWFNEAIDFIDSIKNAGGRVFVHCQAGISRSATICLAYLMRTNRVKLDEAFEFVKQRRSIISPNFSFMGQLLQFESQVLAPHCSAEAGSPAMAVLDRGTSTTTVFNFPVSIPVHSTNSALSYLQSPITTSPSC
MMP-13 inhibitor – MMP13 (human) collagenase inhibition. inhibition, % at 4 µM. AID 570. P45452. MMP-13 fTHP FRET cleavage, Mca fluorescence. 0.07% of 65,000 active;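 active = inhibition above the mean of compound-free control plate wells plus 3 SD, cut at about 14% in these data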;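 note: 0% = DMSO wells and 100% = wells with reference MMP-13 inhibitor after basal subtraction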
An asterisk follows results filed as active; i = inactive; x = not tested or not shown; [ ] = another dose, or the depositor's remark.

SMILES	TNAP act DEA	Cdc25B inh	JNK3 inh	HEK293 NFkB inh	PKA inh	Jurkat viability	ROCK2 blocker	DUSP1 inh	MMP-13 inhibitor
O/N=C1/CC/C(=N\O)c2nn(-c3ccccc3)nc21	0.9	-9	8	10	6	3	2	9	4
CCOc1cc(C)c(S(=O)(=O)Nc2ccc(Cl)cn2)cc1C	1	-3	-3	0	8	-3	0	4	-2
CN1CCc2c(C#N)c(N3CCCCC3)nc(NCc3ccccc3)c2C1	0.9	10	5	x	3	x	5	-46	-11
COc1ccc(N2C(=O)CC(N3CCN(S(=O)(=O)c4c(F)cccc4F)CC3)C2=O)cc1OC (configuration not stated)	0.9	-7	1	19	12	-4	10	22	3
COCC(C)N=CC1=C(O)CC(C)(C)CC1=O (configuration not stated)	0.9	-16	-5	19	11	-10	8	-1	2
O=c1cc(CN2CCN(Cc3ccccc3)CC2)c2cc(Cl)ccc2o1	0.9	-9	0	12	2	-5	2	-19	-10
COc1ccc(C2CC(=O)N3CN(c4ccc(C)c(Cl)c4)CSC3=C2C#N)cc1OC (configuration not stated)	1	-12	-8	3	5	6	-2	30	6
CCCC(=O)Nc1c2c(nn1-c1ccc(OC)cc1)CS(=O)C2 (configuration not stated)	0.9	-1	-4	13	4	2	4	-23	-2
COc1ccc(C(=O)N2CCN(c3nc4cc(C)ccc4cc3C#N)CC2)c(OC)c1	0.9	0	-4	13	8	16	11	9	-17
O=C1C(C2=C(O)c3ccccc3C2=O)=Nc2ccccc21	0.9	23	3	7	2	-5	5	91*	-2
CCCOC(=O)C1=C(C)NC2=C(C(=O)CCC2)C1c1ccc(N(C)C)cc1 (configuration not stated)	0.9	0	0	9	9	3	1	15	-4
NC(=O)CSCc1cccc(Br)c1	1	0	-5	1	1	-6	0	2	0
CCn1nnc(-c2ccccc2NC(=O)c2ccc(-n3cnnn3)cc2)n1	0.9	2	3	8	4	1	2	12	-1
CCC(=O)Nc1cc(-c2nn3c(C)nnc3s2)ccc1C	1	-11	-3	-3	10	-2	5	6	0
CCOc1ccc(N2C(=O)CC(Sc3nc(C)cc(C)n3)C2=O)cc1 (configuration not stated)	1	-17	-4	20	5	-3	5	0	3
COc1ccc(CC(=O)N2CCN(C(=O)Cc3ccc(OC)cc3)CC2)cc1	0.8	-3	-9	3	3	-3	4	7	-1
CCOC(=O)CCc1c(C)nc2cc(C3CCCN(C(=O)OC(C)(C)C)C3)[nH]n2c1=O (configuration not stated)	0.9	-5	-7	14	7	-3	4	10	-33
CSc1ncccc1C(=O)OCc1ccccc1	1	-8	5	6	18	1	6	0	1
COc1ccc(-c2cn3cc(Cl)ccc3n2)cc1OC	1	-9	-2	-4	13	-5	1	3	-104[fluorescence artefact?]
O=C(O)c1ccc(CSCc2c(F)cccc2Cl)o1	1	-2	x	17	0	x	x	7	3
CCOC(=O)Cc1c[nH]c2ccccc12	1	-1	x	6	11	x	x	-1	3
CCCS(=O)(=O)N1CCCC(C(=O)NCCCOCC)C1 (configuration not stated)	1.1	14	-8	7	5	-4	8	0	0
CCN(C(=O)c1sc(N)c(C#N)c1C)C1CCCCC1	0.9	-5	0	3	4	-5	10	4	-2
COC(=O)C(NC(=O)c1ccc(F)cc1)(Nc1nc(C)cs1)C(F)(F)F (configuration not stated)	0.9	-33	1	x	5	x	4	-21	-1
CCC(=O)n1nc(-c2ccc(OC)cc2)nc1N	0.7	0	-1	10	-2	3	-2	15	-9

An excerpt of these results, with two lines to a compound.
Each structure is followed by: TNAP act DEA | Cdc25B inh | JNK3 inh | HEK293 NFkB inh | PKA inh | Jurkat viability | ROCK2 blocker | DUSP1 inh | MMP-13 inhibitor
COc1ccc(C(=O)N2CCN(c3nc4cc(C)ccc4cc3C#N)CC2)c(OC)c1
→ 0.9 | 0 | -4 | 13 | 8 | 16 | 11 | 9 | -17
O=C1C(C2=C(O)c3ccccc3C2=O)=Nc2ccccc21
→ 0.9 | 23 | 3 | 7 | 2 | -5 | 5 | 91* | -2
CCCOC(=O)C1=C(C)NC2=C(C(=O)CCC2)C1c1ccc(N(C)C)cc1 (configuration not stated)
→ 0.9 | 0 | 0 | 9 | 9 | 3 | 1 | 15 | -4
NC(=O)CSCc1cccc(Br)c1
→ 1 | 0 | -5 | 1 | 1 | -6 | 0 | 2 | 0
CCn1nnc(-c2ccccc2NC(=O)c2ccc(-n3cnnn3)cc2)n1
→ 0.9 | 2 | 3 | 8 | 4 | 1 | 2 | 12 | -1
CCC(=O)Nc1cc(-c2nn3c(C)nnc3s2)ccc1C
→ 1 | -11 | -3 | -3 | 10 | -2 | 5 | 6 | 0
CCOc1ccc(N2C(=O)CC(Sc3nc(C)cc(C)n3)C2=O)cc1 (configuration not stated)
→ 1 | -17 | -4 | 20 | 5 | -3 | 5 | 0 | 3
COc1ccc(CC(=O)N2CCN(C(=O)Cc3ccc(OC)cc3)CC2)cc1
→ 0.8 | -3 | -9 | 3 | 3 | -3 | 4 | 7 | -1
CCOC(=O)CCc1c(C)nc2cc(C3CCCN(C(=O)OC(C)(C)C)C3)[nH]n2c1=O (configuration not stated)
→ 0.9 | -5 | -7 | 14 | 7 | -3 | 4 | 10 | -33
CSc1ncccc1C(=O)OCc1ccccc1
→ 1 | -8 | 5 | 6 | 18 | 1 | 6 | 0 | 1
COc1ccc(-c2cn3cc(Cl)ccc3n2)cc1OC
→ 1 | -9 | -2 | -4 | 13 | -5 | 1 | 3 | -104[fluorescence artefact?]
O=C(O)c1ccc(CSCc2c(F)cccc2Cl)o1
→ 1 | -2 | x | 17 | 0 | x | x | 7 | 3
CCOC(=O)Cc1c[nH]c2ccccc12
→ 1 | -1 | x | 6 | 11 | x | x | -1 | 3
CCCS(=O)(=O)N1CCCC(C(=O)NCCCOCC)C1 (configuration not stated)
→ 1.1 | 14 | -8 | 7 | 5 | -4 | 8 | 0 | 0
CCN(C(=O)c1sc(N)c(C#N)c1C)C1CCCCC1
→ 0.9 | -5 | 0 | 3 | 4 | -5 | 10 | 4 | -2
COC(=O)C(NC(=O)c1ccc(F)cc1)(Nc1nc(C)cs1)C(F)(F)F (configuration not stated)
→ 0.9 | -33 | 1 | x | 5 | x | 4 | -21 | -1
CCC(=O)n1nc(-c2ccc(OC)cc2)nc1N
→ 0.7 | 0 | -1 | 10 | -2 | 3 | -2 | 15 | -9

Later entries:
SMILES	TNAP act DEA	Cdc25B inh	JNK3 inh	HEK293 NFkB inh	PKA inh	Jurkat viability	ROCK2 blocker	DUSP1 inh	MMP-13 inhibitor
COc1cc(-c2c(C#N)c(N)nc3c2CCCC3)cc(OC)c1OC	0.8	1	9	13	7	-2	3	-2	-12
CCOc1ccc(-c2nnn(CC(=O)Nc3cc(OC)ccc3OC)n2)cc1OCC	1	6	5	15	13	-9	3	25	0
COCCn1nnnc1C(c1cc2ccc(OC)cc2[nH]c1=O)N1CCc2ccccc2C1 (configuration not stated)	0.8	6	-3	9	1	3	-2	18	-5
CC1=C(C(N)=O)C(c2ccccn2)n2nc(SCc3ccccc3Cl)nc2N1 (configuration not stated)	0.9	-5	x	10	6	x	x	-1	2
CCCc1cc(=O)n2c(nc3ccccc32)[nH]1	0.8	-11	28*	1	9	-3	7	19	-41
COC(=O)c1ccccc1NC(=O)n1cc(C)cn1	0.8	-5	5	0	7	-4	4	5	-6
CC(=O)C1(C)OC(N)=C(C#N)C(c2ccccc2)C1(C#N)C#N (configuration not stated)	0.9	3	1	x	1	x	3	-17	-10
N#CCCN(C(=O)CN1C(=O)NC2(CCCC2)C1=O)c1ccccc1F	0.9	-1	x	-2	-1	x	x	9	7
COC(=O)c1ccc(C2/C(=C(/O)c3ccc(OC)cc3)C(=O)C(=O)N2CC2CCCO2)cc1 (configuration not stated)	0.9	-7	3	1	9	-5	5	-22	5
Cc1cc(C(=O)NCc2ccc(S(N)(=O)=O)cc2)cs1	0.9	-9	14	4	5	-4	7	1	-3
Cn1c(=O)c2c(ncn2Cc2cccc(Cl)c2)n(C)c1=O	0.9	-4	1	16	2	20	2	7	-6
COc1ccc(C(=O)c2coc3ccc(O)c(CN4CCCCC4)c23)cc1	0.8	-4	4	8	8	2	5	-15	3
COc1ccc(C2C(C#N)=C(/N=C/N3CCN(C)CC3)OC3=C2C(=O)CC(C)(C)C3)cc1OC (configuration not stated)	1	5	7	-4	7	-6	5	38	0
CC1CCN(C(=O)CSc2nc3c(cnn3-c3ccc(Cl)cc3)c(=O)[nH]2)CC1	1	0	-1	12	-3	0	2	19	6
Cc1ccc(S(=O)(=O)N=C2SCCCS2)cc1	0.8	4	2	11	7	6	2	-3	-4
COc1ccc(OC)c(NC(=O)CS(=O)(=O)Cc2nc(-c3ccccc3C)oc2C)c1	0.8	2	-1	6	-1	-7	3	-2	8
CC1CCCC(NC(=O)c2ccc3c(c2)N(Cc2ccccc2)C(=O)CS3=O)C1C (configuration not stated)	0.9	0	-1	12	4	-2	1	22	1
CC(C)CNC(=O)c1c(N)n(/N=C/c2cccnc2)c2nc3ccccc3nc12	0.9	32	-2	x	-2	x	-15	-34	-14
COc1ccc(-c2cc(C(=O)Nc3c(C)nn(Cc4ccc(Cl)cc4)c3C)no2)cc1	1	-1	x	17	3	x	x	19	-1
CC(=O)N(CC(C)(C)CC=C(C)C)c1ccccc1	0.9	-14	-10	6	-2	-4	1	-7	-2
Cc1onc(-c2c(F)cccc2Cl)c1C(=O)N1CCCc2ccccc21	0.9	-8	x	26	1	x	x	35	-1
COc1ccc(S(=O)(=O)N(CC(=O)NCc2ccco2)c2ccccc2)cc1OC	0.9	-17	-5	6	5	-7	4	3	-10
C=CCC(O)(CCN1CCCCC1)c1ccccc1 (configuration not stated)	0.9	-8	-1	7	1	-3	4	0	-7
CN1CCC2(CC1)NC(=O)NC2=O	1	-9	-3	5	0	5	0	10	1
CCOC(=O)c1nn(-c2ccccc2)c(C#N)c1NC(=O)c1nn(CC)cc1Br	0.9	6	-6	4	-3	10	-8	4	-7
SMILES	TNAP act DEA	Cdc25B inh	JNK3 inh	HEK293 NFkB inh	PKA inh	Jurkat viability	ROCK2 blocker	DUSP1 inh	MMP-13 inhibitor
O=C(O)c1ccc(COc2ccc(Cl)cc2)o1	0.9	-13	16	-7	3	7	-8	-8	2
O=C(COn1nnc2ccc(C(F)(F)F)cc21)Nc1nnc(-c2ccccc2)o1	0.8	-4	-1	14	4	-2	0	24	-5
Cc1occc1C(=O)Nc1cc(C(F)(F)F)ccc1Cl	1	-6	-4	13	3	10	-6	1	0
CC1CN(c2oc(-c3cccs3)nc2C#N)CC(C)O1 (configuration not stated)	0.9	20	4	x	0	x	7	-30	i[fluorescence artefact?]
N#C/C(=N\O)c1nc(-c2ccccc2)cs1	0.9	2	4	x	0	x	-9	-7	2
CCOC(=O)C1=C(c2ccccc2)Nc2ncnn2C1c1cc(OC)cc(OC)c1OC (configuration not stated)	1	5	-8	1	-9	-2	-7	-10	6
Cc1ccc(C(=O)Nc2cccc(C(=O)O)c2)cc1S(=O)(=O)N1CCCCC1	1	-3	5	3	-7	-4	2	8	-2
CCN1CCCC1CNS(=O)(=O)c1cc(Br)cc2c1N(C(=O)C1CC1)CC2 (configuration not stated)	1	0	x	6	6	x	x	-1	-2
CCOC(=O)C1(C)NC(c2cc(OC)c(OC)c(OC)c2)C2C(=O)N(CC)C(=O)C21 (configuration not stated)	0.9	-11	-1	7	-6	-6	2	5	3
C=CCNc1sc(C(=O)c2cccs2)c(N)c1C#N	0.9	-11	13	1	-2	-1	-2	0	1
CNc1nc(C)nc(-n2nc(C)cc2C)n1	1	-15	-3	-4	4	-2	3	4	3
c1csc(-c2nnsc2-c2nc3ccccc3[nH]2)c1	1	-2	-1	18	3	3	-1	-14	-1
CC(=NCc1ccccc1)C1=C(O)COC1=O	1	-8	1	0	6	-9	6	-1	5
N#Cc1c(NCCCO)nc(-c2ccccc2)c2c1CCCC2	0.9	-8	1	x	5	x	0	0	-29
